Screening data deposited in PubChem BioAssay by National Center for Advancing Translational Sciences (NCATS).
USP1-UAF1 inh: inhibitors of human USP1/UAF1 deubiquitinase; O94782; recombinant USP1/UAF1, Ub-Rhodamine cleavage fluorescence; Potency, µM (doses to about 57.1 µM), without a hit: top-dose activity change, negative = inhibition, usual class: inhibitors; 390,000 tested, 0.23% active; AID 743255; also: potency is read from the fitted curve at half-maximal effect; % is scaled to controls: 0 for no effect and ±100 for the full control effect; nearly all actives have a fitted effect of over 60% in size; inactives centre near -12
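1 nM enzyme complex + cpd, 15 min RT; start with Ub-Rho 150nM final; kinetic fluorescence ex 480/em 540, 6 reads q60 s. Buffer 50mM HEPES pH 7.8, 0.5mM EDTA, 0.1 mg/ml BSA, 1mM TCEP, 0.01% Tween-20.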
LDHA inh: LDHA (human) enzyme inhibition. 480,000 tested, 0.15% active. purified LDHA, NADH/diaphorase-resazurin fluorescence; stronger effect = lower value. activity change, % (values are at about 110 or 230 µM); in the data active = activity change below about -30%; inconclusive = mostly about -25% to -30%;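 also: plate controls were DMSO wells for no effect and wells without enzyme for full effect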
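Human LDH5 (2 nM) was incubated with 0.06 mM NADH and 0.2 mM pyruvate for 5 min at room temperature in Tris pH 7.4. Remaining NADH was coupled through diaphorase/resazurin, and resorufin fluorescence was read at 0 and 20 min.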
Vif-A3G inh: Vif-A3G binding inhibition | Q9HC16 | HeLa A3G-eYFP + Vif (tagged APOBEC3G with the HIV-1 protein that degrades it), YFP fluorescence, overnight | Potency, µM (titrated, usually from 46.1 µM), for inactives: at the top dose activity, negative = active, most hits filed as inhibitors | 410,000 tested, 0.076% active | AID 602310;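 also: potency is read from the fitted curve at half-maximal effect; % is scaled to controls: 0 for no effect and ±100 for the full control effect; nearly all actives have a fitted effect of over 60% in size; hits raise eYFP signal because A3G escapes Vif-driven loss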
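HeLa cells stably expressing Vif and C-terminally eYFP-tagged A3G, seeded overnight at 37 deg C, then exposed to compound by pintool overnight at 37 deg C. Rise in yellow fluorescence (Ex 488/Em 500-530, Acumen) marks blocked Vif-driven A3G degradation.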
IDH1 R132H inh: inhibitors of human mutant IDH1 R132H; IDH1-R132H enzyme, NADPH consumption, diaphorase/resazurin fluorescence; Potency, µM (titrated, usually from 76.6 µM), for inactives: top-dose activity change, negative = inhibition, hits mostly inhibitors; 390,000 tested, 0.093% active; also: potency is read from the fitted curve at half-maximal effect; % is scaled to controls: 0 for no effect and ±100 for the full control effect; nearly all actives have a fitted effect of over 65% in size
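IDH1-R132H (0.5 ug/mL) preincubated 30 min with compound, then NADPH (0.016 mM) and alpha-KG (2 mM) added; 80 min at RT, pH 7.5. Remaining NADPH coupled via diaphorase/resazurin to fluorescence (540/590 nm); concentration-response curves normalized to no-enzyme control.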
Vif-A3F inh: inhibitors of Vif-A3F interaction | 390,000 tested, 0.2% active | AID 602313 | HeLa A3F-eYFP + Vif (tagged APOBEC3F with the HIV-1 protein that degrades it), YFP fluorescence increase | Potency, µM (top dose mostly 46.1 µM), for the others: at the highest dose activity, negative = active; also: potency is read from the fitted curve at half-maximal effect; % of control where 0% means no effect; nearly all actives have a fitted effect of over 65% in size
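Fluorescence increase (Ex 488/Em 500-530) after overnight compound treatment at 37 deg C flags inhibition of Vif-driven A3F-eYFP loss in stable HeLa A3F-eYFP/Vif cells seeded overnight beforehand.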
TrxR1 substrate: is turned over as a substrate by rat TrxR1 | O89049 | purified TrxR1 substrate turnover, NADPH consumption readout | Potency, µM (titrated, usually from 114 µM), for the others: at the highest dose activity change, negative = substrate turnover | 390,000 tested, 0.01% active | AID 588456; also: potency is read from the fitted curve at half-maximal effect; % is scaled to controls: 0 for no effect and ±100 for the full control effect; nearly all actives have a fitted effect of over 50% in size
Target sequence (O89049 whole entry, looked up): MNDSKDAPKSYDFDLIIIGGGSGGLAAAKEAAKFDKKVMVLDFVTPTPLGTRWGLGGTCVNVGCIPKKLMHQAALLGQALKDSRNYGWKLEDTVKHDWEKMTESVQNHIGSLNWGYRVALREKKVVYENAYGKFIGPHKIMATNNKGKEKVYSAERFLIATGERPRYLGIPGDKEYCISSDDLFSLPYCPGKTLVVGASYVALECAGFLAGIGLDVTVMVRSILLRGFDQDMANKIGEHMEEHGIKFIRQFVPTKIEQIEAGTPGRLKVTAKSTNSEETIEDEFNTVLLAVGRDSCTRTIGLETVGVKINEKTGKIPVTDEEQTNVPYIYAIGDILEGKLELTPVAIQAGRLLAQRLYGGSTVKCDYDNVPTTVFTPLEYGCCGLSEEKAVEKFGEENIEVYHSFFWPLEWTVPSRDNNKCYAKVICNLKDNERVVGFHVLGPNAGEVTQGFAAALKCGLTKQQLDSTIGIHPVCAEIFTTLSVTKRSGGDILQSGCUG
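Rat TrxR1, dispensed at 90 nM, was prereduced with 400 uM NADPH (final) for 5 min at ~22 deg C, then incubated with compound 15 min before 400 uM selenite. A first-read NADPH fluorescence drop versus no-compound background flagged substrates.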
Glioma ERSR ind: inducers of ER stress response in human glioma cells; U87-MG GRP78 promoter luciferase reporter, 16 h; Potency, µM, inactives show at the top dose activation, actives largely listed as activators; 420,000 tested, 0.02% active; AID 602332; also: potency is read from the fitted curve at half-maximal effect; series mostly up to about 76 µM; % of control where 0% means no effect; nearly all actives have a fitted effect of over 35% in size
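Stably transfected U87-MG human glioma cells carrying a GRP78-based luminescent sensor were seeded at 1000 cells/well, pin-dosed with compounds and incubated 16 h. Luciferase reagent was then added, and end-point luminescence was read after 10 min at room temperature.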
RXFP1 agonist: activates the human relaxin receptor RXFP1; Potency, µM (titrated, usually from 57.5 µM), without a hit: at the highest dose activation, actives largely listed as activators; AID 2676; Q9HBX9; 370,000 tested, 0.3% active; HEK293T-RXFP1 cAMP TR-FRET, 30 min; response scale: percent of porcine relaxin response, buffer zero; also: potency is read from the fitted curve at half-maximal effect; % is scaled to controls: 0 for no effect and ±100 for the full control effect; nearly all actives have a fitted effect of over 60% in size; many of its hits are not listed in these tables
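HEK293 cells stably expressing RXFP1, treated 30 min at 37C with compounds plus PDE4 inhibitor Ro 20174; cAMP measured by HTRF TR-FRET. Normalized to buffer and 29 nM porcine relaxin; EC50 by Hill fit.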
PI4K2A block: blocks human PI4K2A kinase activity | 420,000 tested, 0.13% active | purified PI4K2A, ADP-Glo luminescence, 1 h; stronger effect = lower value | activity change, negative = inhibition, % at 76.9 µM; in the data active = activity change below about -50%; inconclusive = mostly about -30% to -49%;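 also: -100% = wells without enzyme as full effect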
Target sequence (Q9BTU6 whole entry, looked up): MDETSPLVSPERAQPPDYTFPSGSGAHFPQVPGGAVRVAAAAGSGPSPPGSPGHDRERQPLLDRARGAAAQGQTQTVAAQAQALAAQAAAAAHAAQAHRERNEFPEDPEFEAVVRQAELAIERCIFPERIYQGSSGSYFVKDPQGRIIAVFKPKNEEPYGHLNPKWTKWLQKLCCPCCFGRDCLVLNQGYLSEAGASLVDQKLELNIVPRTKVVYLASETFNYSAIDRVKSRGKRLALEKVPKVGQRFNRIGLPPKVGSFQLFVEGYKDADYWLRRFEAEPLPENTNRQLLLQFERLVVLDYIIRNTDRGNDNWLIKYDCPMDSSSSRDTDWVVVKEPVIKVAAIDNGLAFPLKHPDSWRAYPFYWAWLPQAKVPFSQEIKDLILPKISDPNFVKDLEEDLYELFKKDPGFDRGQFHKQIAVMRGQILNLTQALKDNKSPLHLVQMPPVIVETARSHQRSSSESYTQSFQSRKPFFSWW
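PI4K2A activity was measured by ADP-Glo luminescence: enzyme (4 ug/mL stock) and phosphatidylinositol (1.2 mM stock) in Tris pH 7.5/MgCl2/EGTA/Triton X-100 buffer were reacted with ATP (300 microM stock) for one hour at ambient temperature.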
An asterisk follows results filed as active; ? = inconclusive; . = not tested or not shown; & = joins results of further samples; [ ] = another dose, or the depositor's remark. Unless noted, calls follow the shape of the dose curve; as a rule, active = well fitted curve in the direction sought with a large enough effect; inconclusive = small, poorly fitted or top-dose-only effect, or another doubt; inactive = no such curve, though single readings can be large; an effect the other way counts as inactive or inconclusive. A portion of the library; rates above refer to the full screens.

SMILES	USP1-UAF1 inh	LDHA inh	Vif-A3G inh	IDH1 R132H inh	Vif-A3F inh	TrxR1 substrate	Glioma ERSR ind	RXFP1 agonist	PI4K2A block
CCc1ccccc1N(CC(=O)NC1CCCC1)C(=O)CNC(=O)c1cccs1	-10%	2	1%	5%	10%	-6%	-4%	2.8%	-1
CC(C)CNC(=O)c1cc2nc(C3CC3)cc(C(F)(F)F)n2n1	-13%	0	-3%	2%	-12%	9%	2%	.	5
CCC(C)[C@H](NC(=O)NCc1ccc(OC)c(OC)c1)C(=O)O (stereo partly drawn)	-17%	-3	1%	-7%	0%	-4%	-3%	0.7%	4
Cc1ccc(C(=O)C(C)OC(=O)Cn2c(C)csc2=O)cc1 (stereo not drawn)	-11%	-14	-1%	-7%	-1%	-1%	0%	-0.6%	5
Cc1nnc(SCC(=O)NC2CCCCC2)n(N)c1=O	-6%	-4	6%	3%	0%	0%	-3%	7.0%	3
O=C(c1[nH]c(C(F)(F)F)nc1-c1ccccc1)N1CCCN(Cc2ccc(F)cc2)CC1	.	-8	-2%	.	.	.	-5%	.	-4
O=C(NCCNC(=O)c1ccc(F)cc1)c1ccc(F)cc1	-21%	-3	0%	6%	0%	3%	-2%	.	1
Cc1cc(Br)c(NC(=O)c2ccccc2[N+](=O)[O-])cc1C	-22%	-1	-2%	10%	-2%	0%	-5%	2.0%	0
COc1cc(-c2nnc(Cn3cc(C(F)(F)F)ccc3=O)o2)cc(OC)c1OC	-4%	-1	-5%	1%	-12%	1%[57.1 µM]	-2%	0.3%	3
CCn1cc(NC(=O)Nc2ccccc2C(=O)OC)c(C(N)=O)n1	-10%	16	1%	0%	-5%	11%	0%	1.4%	-5
C=CCN1C(=O)S/C(=C\c2ccc3c(c2)n(C)c(=O)n3C)C1=O	-2%	-4	0%	4%	7%	-5%	1%	5.5%	-3
Nc1nnc(SCC(=O)N2CCc3ccccc32)n1-c1ccccc1	-15%	-1	-5%	0%	5%	11%[57.1 µM]	0%	-0.6%	-1
Cc1ccnc(SCc2ccc([N+](=O)[O-])cc2)n1	-13%	-4	4%	-13%	3%	1%	0%	3.3%	0
Cc1ccccc1-c1nnc(SCC#N)o1	?	-4	1%	7%	-4%	0%[57.1 µM]	-3%	-1.7%	-1
CC(=O)Nc1ccc(S(=O)(=O)NNC(=O)NC23CC4CC(CC(C4)C2)C3)cc1	4%	3	-5%	-11%	-17%	-6%	-4%	0.2%	-6
CCC(Sc1nc2n[nH]c(C)c2c(=N)n1-c1ccc(Br)cc1)C(=O)N(CC)CC (stereo not drawn)	?	-4	-13%	?	-1%	-3%[57.1 µM]	10%	1.4%	0
c1coc(CNc2ncnc3c2[nH]c2ccccc23)c1	.	-6	-7%	.	.	15%	-2%	.	.
Cc1ccc(C)c(OCCCn2c(-c3ccc(Cl)cc3)nc3ccccc3c2=O)c1	-3%	-3	-8%	0%	5%	3%	-2%	7.5%	-2
O=c1oc2ccccc2c(N2CCN(c3ccc(F)cc3)CC2)c1CN1CCCC1	2%	4	3%	-15%	0%	-8%	2%	20%	5
COC(=O)c1cc(-c2ccc(OC)c(OC)c2)c2c(=O)[nH]c(=O)n(C)c2n1	-18%&-18%	1&-5	-3%	0%	-16%	22%&14%	-2%	-0.4%&21%	-12&-1
O=C(Nc1ccc(Cl)c(-c2nc3ccccc3o2)c1)c1ccc(-c2cccc([N+](=O)[O-])c2)o1	-24%	-10	1%	-14%	2%	1%	0%	7.8%	-1
O=C1C=C(c2ccc(F)nc2)C[C@@H](c2ccc3c(c2)OCO3)C1	-26%	1	-8%	-2%	2%	7%	-4%	1.2%	0
CCCCNC(=O)CN1C(=O)CSc2ccc(S(=O)(=O)N3CCOCC3)cc21	-19%	-4	0%	4%	0%	.	3%	.	3
CC(C)c1csc(CN2CCCC(CNC(=O)c3cccc4ccccc34)C2)n1 (stereo not drawn)	-10%	-7	1%	-9%	0%	-7%	-2%	-0.8%	-2
O=C(CS(=O)(=O)Nc1ccc(F)cc1Cl)Nc1ccc(F)cc1Cl	-15%	0	-7%	-2%	-5%	-1%	-8%	3.4%	1
Cc1nnc(SCC(=O)N2CCN(S(=O)(=O)c3ccccc3)CC2)[nH]c1=O	-9%	0	2%	1%	.	1%	-5%	0.1%	-9
Cc1cc(C(=O)N2CCc3ccccc3C2)n[nH]1	-18%	-15	-1%	0%	5%	-3%	8%	0.6%	-1
O=C(c1cc(COc2ccc3ncccc3c2)on1)N1CCC[C@H]1CO	-17%	-13	2%	3%	-1%	0%	5%	2.6%	-5
COC(=O)CSc1nnc(CNC(=O)c2ccc(OC)c(OC)c2)n1C	-15%	-2	3%	2%	3%	11%[57.1 µM]	-6%	-1.4%	-2
Cc1c(C)c2cc(Cl)c(OCC(=O)N3CCN(c4ccc(F)cc4)CC3)cc2oc1=O	-20%	-7	-11%	-15%	-6%	3%	-2%	1.4%	-1

Complete entries, quoted from the list. Screens in order: USP1-UAF1 inh	LDHA inh	Vif-A3G inh	IDH1 R132H inh	Vif-A3F inh	TrxR1 substrate	Glioma ERSR ind	RXFP1 agonist	PI4K2A block
Record of O=C1C=C(c2ccc(F)nc2)C[C@@H](c2ccc3c(c2)OCO3)C1 : -26%	1	-8%	-2%	2%	7%	-4%	1.2%	0
Record of CC(C)c1csc(CN2CCCC(CNC(=O)c3cccc4ccccc34)C2)n1 (stereo not drawn) : -10%	-7	1%	-9%	0%	-7%	-2%	-0.8%	-2

Returning to the listing, repeating the six entries before the break.
SMILES	USP1-UAF1 inh	LDHA inh	Vif-A3G inh	IDH1 R132H inh	Vif-A3F inh	TrxR1 substrate	Glioma ERSR ind	RXFP1 agonist	PI4K2A block
O=C(CS(=O)(=O)Nc1ccc(F)cc1Cl)Nc1ccc(F)cc1Cl	-15%	0	-7%	-2%	-5%	-1%	-8%	3.4%	1
Cc1nnc(SCC(=O)N2CCN(S(=O)(=O)c3ccccc3)CC2)[nH]c1=O	-9%	0	2%	1%	.	1%	-5%	0.1%	-9
Cc1cc(C(=O)N2CCc3ccccc3C2)n[nH]1	-18%	-15	-1%	0%	5%	-3%	8%	0.6%	-1
O=C(c1cc(COc2ccc3ncccc3c2)on1)N1CCC[C@H]1CO	-17%	-13	2%	3%	-1%	0%	5%	2.6%	-5
COC(=O)CSc1nnc(CNC(=O)c2ccc(OC)c(OC)c2)n1C	-15%	-2	3%	2%	3%	11%[57.1 µM]	-6%	-1.4%	-2
Cc1c(C)c2cc(Cl)c(OCC(=O)N3CCN(c4ccc(F)cc4)CC3)cc2oc1=O	-20%	-7	-11%	-15%	-6%	3%	-2%	1.4%	-1
O=C(NC1CCCC1)c1ccc(CS(=O)(=O)Cc2ccccc2Cl)o1	-14%	-1	8%	-1%	-3%	0%	-2%	1.1%	-2
CCCNc1nc2c(c(=O)n(C)c(=O)n2C)n1CCC(C)C	0%	-4	2%	0%	-5%	-10%	-2%	2.7%	8
CC1CCCC(C)N1C(=O)c1cc(-c2ccco2)on1 (stereo not drawn)	-19%	-5	-2%	0%	8%	2%	3%	1.9%	0
[2H]C([2H])(CCOS(N)(=O)=O)c1ccccc1	-32%	-4	2%	5%	7%	6%	-3%	0.5%	6
CCc1cccc2c(C(=O)C(NC(C)CC)c3ccccc3)c[nH]c12 (stereo not drawn)	-2%	-1	-7%	-7%	-11%	-3%	1%	1.3%	-3
CCC(C)COC(c1ccccc1)(c1ccccc1)C(Oc1nc(C)cc(C)n1)C(=O)O (stereo not drawn)	5%	-3	1%	-14%	1%	-1%	1%	1.7%	2
COc1ccc(NC(C)=O)cc1S(=O)(=O)Nc1cccc(S(=O)(=O)NC2=NCCC2)c1	-21%	-2	-10%	-5%	7%	6%	1%	0.9%	-1
O=C(Nc1ccccc1Cl)c1cc2c(-c3ccccc3)nn(-c3ccccc3)c2s1	-30%	-4	-7%	1%	7%	50%[activator]	-2%	1.1%	-5
CCCSc1nc2sc3c(c2c(=O)n1-c1ccccc1)CCC(C)C3 (stereo not drawn)	-4%	-10	2%	0%	-4%	4%	-4%	0.4%	-1
COc1c(C)cc(S(=O)(=O)N2CCOCC2)c(C)c1C	-6%	-5	1%	8%	1%	10%	-2%	-1.0%	-7
OCc1ccccc1-c1cccc2nccn12	.	5	1%	.	.	.	-1%	.	-9
Cc1ccc2c(c1)nnn2C1CCN(CC(=O)Nc2ccccc2N2CCOCC2)CC1	-21%	-16	2%	8%	-2%	13%	0%	2.4%	-5
COc1cc(/C=C/C(=O)O)cc(S(=O)(=O)N2CCCc3ccccc32)c1OC	-13%	-3	-2%	0%	-6%	-2%	-5%	-0.7%	10
